Bioassay records from PubChem.
Growth percent in the NCI-60 one-dose screen (48 h, 10 µM unless noted): 100 = growth as untreated, 0 = no growth, -100 = all killed.
KM12: KM12 colon cancer cells. 5% of 82,000 active
SF-268: SF-268 CNS cancer cells; 3.1% of 82,000 active
HCC-2998: HCC-2998 colon cancer; AID 1794799; 4.7% of 79,000 active
HT29: HT29 colon cancer; 7.4% of 81,000 active
SNB-19: SNB-19 CNS cancer cells; 2.5% of 81,000 active
SNB-75: SNB-75 CNS cancer. 5% of 79,000 active. AID 1794750
SF-295: SF-295 CNS cancer cells | 5.6% of 79,000 active | AID 1794758
SF-539: SF-539 CNS cancer; 6.8% of 81,000 active
SW-620: SW-620 colon cancer; 5.2% of 82,000 active; AID 1794795
Active calls of the source: *; . = not tested or not shown; & = joins results of further samples; [ ] = another dose, or the depositor's remark. The calls were made as follows: active = growth percent below 10; inactive = the rest.

SMILES	KM12	SF-268	HCC-2998	HT29	SNB-19	SNB-75	SF-295	SF-539	SW-620
Cc1cc2c(c(C)c1Cl)C(=O)/C(=C/c1ccccc1O)O2	96	56	105	110	96	110	100	94	100
CCOC(=O)C1C(=O)OC2CCCCC21 (configuration not stated)	109	111	106	110	98	.	114	105	110
CCOC(=O)C/C(=N\Nc1cc(=O)n(C)c2ccccc12)C(=O)OCC	99	102	101	107	101	82	103	102	93
CCN(CC)CCOc1cc2c(cc1OC)CCC2=O	100	100	99	92	110	75	91	93	110
N#Cc1ccc(-c2nn(-c3ccc(C(=O)O)cc3)cc2CNc2cc(Cl)cc(Cl)c2)cc1	19	53	9.2*	40	56	78	38	31	49
O=c1nc(N2CCOCC2)oc2c(-c3ccsc3)cccc12	97	87	103	87	104	61	83	107	97
CCOc1ccccc1/C=N/N=C(N)N	113	103	99	99	93	100	106	113	99
CCNc1nc2c(ccc3c(C)c(CC)c(=O)oc32)o1	105	105	96	100	103	90	93	107	104
NNC(=S)N/N=C/c1ccccc1	99	103	103	99	101	105	104	95	107
O=C(/C=C/c1ccc(Br)cc1)c1cccc(OCCCOc2cccc(C(=O)/C=C/c3ccc(Br)cc3)c2)c1	101	100	94	101	97	93	99	102	107
O=C(NCc1cccnc1)c1cc(-c2csc3c(=O)cc(N4CCNCC4)oc23)cc2c1OCCO2	94	95	90	88	83	58	96	92	93
CCOC(=O)/C(C#N)=C\c1c(-c2cccc(NC(C)=O)c2)[nH]c2ccccc12	88	90	115	107	97	86	99	94	101
CC[C@H](C)[C@@H]1NC(=O)[C@@H]([C@@H](C)CC)NC(=O)CC(=O)[C@H](C)[C@H](/C=C(\C)C[C@@H](C)C/C(C)=C/c2cnco2)OC1=O	105	97	112	115	100	89	101	98	98
CCCCNC(=O)c1ccc(C)cc1	102	102	109	101	110	98	103	105	107
CN1CCN(Cc2ccc3c(NNC(=O)c4ccccc4)nc4cc(F)ccc4n23)CC1	20	20	32	31	27	49	16	11	25
CCNc1nc2ccccc2c2c(=O)c3cc(F)cc(F)c3sc12	105	102	106	101	92	92	100	87	99
CCCN(CCC)c1ccc(N=Nc2ccccc2C(=O)O)cc1	105	108	92	68	90	92	89	74	83
CN1CCC=C(C(=O)O)C1	107	97	100	101	105	90	99	101	107
CC(=O)[C@H]1CC[C@H]2[C@@H]3C=CC4=CC(=O)CC[C@@]4(C)[C@@H]3CC[C@]12C	105	111	106	100	102	98	104	101	.
CCOC(=O)c1cc(/C=C/c2cccc(Cl)c2)on1	57	94	97	79	.	87	88	90	84
NC(N)=Nc1ccc(Oc2cccc(Nc3ccc(Cl)c(C(F)(F)F)c3)c2)cn1	-82*	18	-86*	-39*	-77*	20	-85*	16	-70*
Nc1nc(N=Nc2ccc(O)cc2)cc(=O)[nH]1	111	111	106	123	100	119	95	97	104
O=C(CSc1nc2c(c(=O)[nH]1)CCCC2)NNC(=O)c1ccccc1Br	102	96	107	110	101	93	97	103	109
CC(=O)OCC(=O)[C@@]1(O)[C@H](C)C[C@H]2[C@@H]3C=C(C)C4=Cc5c(cnn5-c5ccc(F)cc5)C[C@]4(C)[C@H]3[C@@H](O)C[C@@]21C	-47*	34	-35*	-43*	26	6.8*	-32*	-40*	-70*
COc1cc(OC)c(C(=O)C(CN(C)C)CN(C)C)cc1OC	111	99	110	2.7*	102	91	101	68	-83*
COC(=O)[C@@H](OC(=O)NS(=O)(=O)N(c1ccc(F)cc1)C1CCN(C(=O)c2ccc(F)cc2)CC1)C(C)C	106	105	104	106	94	99	103	96	105
Nc1nc(=O)c2ccccc2s1	112	113	107	.	104	94	105	.	116
CNC(=O)c1c(NC(=O)c2ccc(C(C)(C)C)cc2)sc2c(CN(C)C)c(O)ccc12	-80*	3.8*	-84*	0.0*	0.9*	95	-81*	-71*	-86*
COc1ccc(N=Nc2sc(=O)n(Cc3ccccc3)c2S)cc1	95	97	105	105	93	.	86	93	93
COc1ccc2c(c1)C(=O)c1c-2c(OCCCN(C)C)nc2cc(Br)ccc12	70	69	70	-20*	.	79	94	68	36
COc1cc(/C=C2/C(=O)Nc3ccc(Cl)cc32)ccc1OCc1ccccn1	101	99	107	109	92	85	94	95	98
CCCCn1c(=O)c(/C=C/c2cc(/C=C/c3cc4cc(C)ccc4n(CCCC)c3=O)n(-c3ccccc3)n2)cc2cc(C)ccc21	86	87	109	76	95	63	86	108	109
COc1ccc(-c2nc3ccc(-c4nnc(SCC(=O)Nc5ccc(/C(C)=N\O)cc5)o4)cc3[nH]2)cc1	38	49	126	86	57	12	98	-53*	96
COC(=O)/C(=N\Nc1nnc(C)n1N)C(C#N)c1ccc(Cl)cc1 (configuration not stated)	106	103	97	97	113	89	103	102	97
C=CCN1C(=O)/C(=C/C(=O)OC)S/C1=N\NC(=O)c1cc2ccc1/C=C\c1ccc(cc1)/C=C\2	82	103	108	46	85	78	94	100	45
O=c1c2ccccc2sc2c(NCc3ccccc3)nc3ccccc3c12	84	89	108	77	100	73	104	90	84
COc1cc(-c2nc3ccc(-c4nnc(SCc5ccccc5)o4)cc3[nH]2)cc(OC)c1OC	75	86	101	89	92	75	52	53	105
CC(C)CCC[C@@H](C)[C@H]1CC[C@H]2[C@@H]3C[C@@H]4O[C@@]45C[C@@H](O)CC[C@]5(C)[C@H]3CC[C@]12C	106	98	90	91	96	108	105	83	100
CN(C)c1ccc(/C=N\NC(=O)CN2CCN(c3cc4c(cc3F)c(=O)c(C(=O)N/N=C/c3ccc(N(C)C)cc3)cn4C3CC3)CC2)cc1	102	95	129	98	97	.	92	93	102
C/C(=C/c1ccc(Cl)cc1)C(=O)O	108	103	100	101	104	114	106	104	102
CC12CCC3C(C1)C(C(=O)O2)C(=O)OC3(C)C (configuration not stated)	108&108	104&106	101	100&107	102&90	88&92	109&124	103&112	109&111
O=C(SCc1c(O)c2ccccc2oc1=O)c1ccccc1	104	92	106	108	102	72	116	93	96
CC(C)(C)C1CCC(OC(=O)c2ccccc2)CC1 (configuration not stated)	97	94	110	79	105	91	104	101	100
COc1ccc(-c2nc(NC(=O)c3cc(OC)c(OC)c(OC)c3)n[nH]2)cc1	102	98	99	96	101	90	100	96	90
C=CC(C)(O)CCC1C(=C)CCC2C(C)(C)CCCC12C (configuration not stated)	100	94	100	70	111	91	99	106	111
S=C(NCCCN1CCOCC1)NN=C1c2ccccc2-c2ccccc21	92	97	102	65	97	91	.	91	99
CCOC(=O)c1c(C)nc2ccccc2c1/C=C/c1ccc(C)cc1	73	83	84	72	85	83	70	93	88
Nc1ccc(CSc2ccc(Cl)cc2)c(Cl)c1	91	88	101	98	91	84	103	86	88
CC(=O)CCN(Cc1ccccc1)Cc1ccccc1	117	119	103	109	99	95	121	110	113
Cc1cccc(N2C(=O)CSC2=S)c1	107	102	103	75	101	87	113	108	101
Cc1ccc(-c2nn(-c3ccccc3)cc2/C=C/C(=N/NC(N)=S)c2cc3ccccc3oc2=O)cc1	87	85	105	120	72	.	42	107	102
CCn1c(SCc2ccc(OC)cc2)nnc1-c1nn(-c2ccc(Cl)cc2Cl)c(-c2ccc(Cl)cc2)c1C	66	84	95	67	87	85	83	98	77
CCCC(=O)OCc1ccc(OC)cc1	146	182	101	153	.	163	140	85	110
Cc1cccc(-c2nc(Nc3ccccc3S(N)(=O)=O)c3ccccc3n2)c1	83	105	95	95	96	104	102	97	84
O=C1S/C(=C/c2ccc(O)cc2)C(=O)N1c1nc(N2CCCC2)nc(N2CCCC2)n1	106	100	93	111	101	87	108	104	105
C#Cc1ccc([N+](=O)[O-])cc1	102	102	103	106	101	85	100	115	103
N#CC(CC(=O)c1ccccc1)c1ccc(Cl)cc1 (configuration not stated)	96	99	112	93	98	90	96	102	99
Cn1cc(-c2nc(-c3cccnc3)cs2)c2cc(Br)ccc21	80	95	94	57	98	93	66	83	98
CCCn1cnc2c(c1=N)C(c1ccc(OC)cc1)c1sc3c(C)cccc3c1O2 (configuration not stated)	12	39	15	7.2*	24	18	-6.8*	-22*	26
O=C(CCc1ccc(O)cc1)c1c(O)cc(O)cc1OC1OC(CO)C(O)C(O)C1O (configuration not stated)	102	98	96	111	109	89	104	97	110

Continued:
SMILES	KM12	SF-268	HCC-2998	HT29	SNB-19	SNB-75	SF-295	SF-539	SW-620
N#Cc1c(-c2ccc(C(F)(F)F)cc2)c(F)c(NCCC2CCC(O)C2)n2c1nc1ccccc12 (configuration not stated)	58	71	81	18	78	68	55	71	56
NC1CCN(c2c(F)cc3c(=O)c(C(=O)O)cn(C4CC4)c3c2Cl)C1 (configuration not stated)	100	97	108	92	96	70	123	102	96
COc1nc2[nH]c(-c3ccc(Cl)cc3)c(C3C(=O)N(Cc4ccccc4)c4ccccc43)c2c(=O)[nH]1 (configuration not stated)	112	100	100	96	93	81	104	110	100
CCCOc1ccc2cc([C@@H]3C[C@H]3CCNS(=O)(=O)c3ccc(C)cc3)ccc2c1	78	85	106	82	91	.	82	97	95
CNCCCC(C)Nc1ccnc2cc(Cl)ccc12 (configuration not stated)	103	97	81	87	110	89	107	103	99
CC1(C)CC[C@]2(C(=O)N3CCCNCC3)CC[C@]3(C)C(=CC[C@@H]4[C@@]5(C)Cc6c([nH]c7ccccc67)C(C)(C)[C@@H]5CC[C@]43C)[C@H]2C1	88	85	95	70	90	76	112	92	28
COc1ccc(/C=C/c2nc(Nc3ccc(S(=O)(=O)Nc4cc(C)on4)cc3)c3ccccc3n2)cc1	49	76	70	69	83	75	55	89	70
O=C(Cc1ccccc1Nc1c(Cl)cccc1Cl)N/N=C/c1sc(=S)[nH]c1O	96	83	102	104	91	76	99	92	71
Cc1ccn2ccnc2c1	107	102	89	.	102	116	109	98	112
N#Cc1ccc([N+](=O)[O-])cc1OCCN1CCCCC1	105	103	98	97	109	122	96	101	104
COc1ccc(-c2nnc(Nc3ccc(C(F)(F)F)cc3)o2)cc1	104	101	118	83	106	85	98	91	112
COc1cc2c(c(OC)c1OC)CCC(c1cccc(C(=O)Nc3ccc([N+](=O)[O-])cc3)c1)O2 (configuration not stated)	58	59	68	64	57	67	40	76	78
BrCC(Br)C1OCCCO1 (configuration not stated)	102[100 µM]	101[100 µM]	118[100 µM]	115[100 µM]	96[100 µM]	85[100 µM]	104[100 µM]	105[100 µM]	111[100 µM]
CC(=O)Oc1ccccc1C(=O)Nc1cc(C(C)C)ccc1C	11	20	20	91	18	26	11	16	24
CC(C)NC(=O)OCc1c(COC(=O)NC(C)C)c(-c2ccc(Cl)c(Cl)c2)n2c1CS(=O)(=O)C2	97	99	98	103	.	73	82	98	95

11 structures from above, sorted by length of the SMILES, low to high:
SMILES	KM12	SF-268	HCC-2998	HT29	SNB-19	SNB-75	SF-295	SF-539	SW-620
Nc1nc(=O)c2ccccc2s1	112	113	107	.	104	94	105	.	116
CCOc1ccccc1/C=N/N=C(N)N	113	103	99	99	93	100	106	113	99
COc1ccc(N=Nc2sc(=O)n(Cc3ccccc3)c2S)cc1	95	97	105	105	93	.	86	93	93
S=C(NCCCN1CCOCC1)NN=C1c2ccccc2-c2ccccc21	92	97	102	65	97	91	.	91	99
COc1ccc(-c2nc(NC(=O)c3cc(OC)c(OC)c(OC)c3)n[nH]2)cc1	102	98	99	96	101	90	100	96	90
CCOC(=O)/C(C#N)=C\c1c(-c2cccc(NC(C)=O)c2)[nH]c2ccccc12	88	90	115	107	97	86	99	94	101
CCCOc1ccc2cc([C@@H]3C[C@H]3CCNS(=O)(=O)c3ccc(C)cc3)ccc2c1	78	85	106	82	91	.	82	97	95
COc1cc2c(c(OC)c1OC)CCC(c1cccc(C(=O)Nc3ccc([N+](=O)[O-])cc3)c1)O2 (configuration not stated)	58	59	68	64	57	67	40	76	78
O=C(/C=C/c1ccc(Br)cc1)c1cccc(OCCCOc2cccc(C(=O)/C=C/c3ccc(Br)cc3)c2)c1	101	100	94	101	97	93	99	102	107
COc1nc2[nH]c(-c3ccc(Cl)cc3)c(C3C(=O)N(Cc4ccccc4)c4ccccc43)c2c(=O)[nH]1 (configuration not stated)	112	100	100	96	93	81	104	110	100
CC[C@H](C)[C@@H]1NC(=O)[C@@H]([C@@H](C)CC)NC(=O)CC(=O)[C@H](C)[C@H](/C=C(\C)C[C@@H](C)C/C(C)=C/c2cnco2)OC1=O	105	97	112	115	100	89	101	98	98

(listing goes on)
SMILES	KM12	SF-268	HCC-2998	HT29	SNB-19	SNB-75	SF-295	SF-539	SW-620
O=C(Nc1ccc(N2CCNCC2)cc1)c1[nH]ncc1Nc1cc(C2CC2)ncn1	21	60	46	49	65	32	77	46	33
Cn1cc(/C=C2\C(=O)N(CCCn3c4ccccc4c(=O)c4ccccc43)c3ccccc32)c2ccccc21	91	80	96	94	98	95	111	95	107
Cc1ccc(-n2cc(-c3ccccc3)c3c2N=C(SCC(=O)c2ccccc2)N2CCN=C32)cc1	100	97	117	84	97	74	99	99	88
CC(=O)OCC(COC(C)=O)C(C)=O	104	98	100	114	99	.	101	104	107
N#Cc1c(N2CCOCC2)nc2sc3cccc(Cl)c3n2c1=N	101	107	107	109	100	87	114	98	102
COc1ccc2c(c1)sc1nc(-c3ccc(N(C)C)cc3)cn12	76	93	92	113	95	162	99	99	104
O=C(c1ccccc1)C1C(=O)N2C(=S)N(c3ccccc3)C(=O)C2C1c1ccc(Cl)cc1 (configuration not stated)	104	97	95	111	94	97	94	98	102
CCN(CC)CCOC(=O)C1c2ccccc2Oc2ccccc21	108	103	112	107	104	97	97	100	114
O=c1cc(-c2ccccc2)nc2cc(-c3ccco3)[nH]n12	70	94	92	102	96	79	110	82	82
Clc1ccc(-c2nn(-c3ccccc3)cc2-c2nc3ccccc3s2)cc1	94	106	100	93	105	86	139	101	97
O=C(CSc1nnc(-c2ccccc2)o1)Nc1nc(-c2ccccc2)cs1	88	73	101	92	95	76	92	93	94
